High-throughput results as filed in PubChem BioAssay.
CDK5 inh – inhibitors of human CDK5/p35 kinase, primary screen, biochemical, single concentration; inhibition, % at 10 µM; Cyclin-dependent kinase 5 (Homo sapiens) + Cyclin-dependent kinase 5 activator 1 (Homo …; hit rate 0.01% among 330,000; Recombinant CDK5/p35, ADP-Glo luminescence, 60 min;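 active means highest replicate inhibition of at least 50% and at least 75% of replicates reaching 50%; inconclusive means only one of the two criteria met; inactive means both criteria failed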;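 further: plate controls were DMSO neutral control for no effect and GW8510 at 10 µM for full effect; many of its hits are not listed in these tables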
Target sequence (Q00535 whole entry, looked up): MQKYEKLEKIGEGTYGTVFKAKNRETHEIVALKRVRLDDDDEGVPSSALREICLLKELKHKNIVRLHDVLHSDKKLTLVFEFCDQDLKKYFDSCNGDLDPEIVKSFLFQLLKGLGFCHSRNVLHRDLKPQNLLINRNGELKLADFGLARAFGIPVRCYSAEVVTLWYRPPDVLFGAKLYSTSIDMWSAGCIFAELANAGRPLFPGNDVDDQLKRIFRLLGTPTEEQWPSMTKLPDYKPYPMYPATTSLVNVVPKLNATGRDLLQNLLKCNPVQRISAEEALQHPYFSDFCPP
Target sequence (Q15078 whole entry, looked up): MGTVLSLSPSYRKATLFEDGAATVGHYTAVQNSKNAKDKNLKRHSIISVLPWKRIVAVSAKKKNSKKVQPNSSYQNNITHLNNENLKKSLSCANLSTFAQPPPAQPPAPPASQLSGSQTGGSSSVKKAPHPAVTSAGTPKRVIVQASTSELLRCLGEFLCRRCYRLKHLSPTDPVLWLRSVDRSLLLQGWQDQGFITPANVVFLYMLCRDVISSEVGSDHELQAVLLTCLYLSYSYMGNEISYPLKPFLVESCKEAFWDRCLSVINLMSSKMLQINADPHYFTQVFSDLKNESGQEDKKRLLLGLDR
PKA-R1A activ – activators of PKA-R1A holoenzyme, primary screen, biochemical, fluorescence polarization, Cy5-IP20, bovine R1A, mouse PKAc; cAMP-dependent protein kinase type I-alpha regulatory subunit (Bos taurus) + …; PKA-R1A dissociation; scaled: DMSO 0%, 113 µM cGMP 100%; activation, % at 11.4 µM; hit rate 0.083% among 340,000; AID 504707, 2011;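 active means percent activation above the mean of all tested compounds plus 3 SD, cut at about 19% in these data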;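 further: higher means more PKAc released from R1A so a rise in polarization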
SR-BI HDL uptake – inhibitors of SR-BI mediated HDL lipid uptake, primary screen, ldlA[mSR-BI] cells, fluorescence, single point. AID 488896, 2010. Scavenger receptor class B member 1 (Mus musculus), Q61009. ldlA[mSR-BI] CHO cells, DiI-HDL uptake fluorescence, 3 h. inhibition, % at 12.5 µM. hit rate 0.96% among 320,000;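 active means mean replicate inhibition of at least 70% and a set share of replicates each scoring 70 or more; inconclusive means meets just one of the two criteria; inactive means fails both criteria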;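 further: 0% = median of neutral control wells and 100% = median of positive control wells; values of inactives mirror those of a sister screen read the other way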
PKA-R2B activ – activators of PKA-R2B holoenzyme, primary screen, biochemical, fluorescence polarization, Cy5-IP20, human. cAMP-dependent protein kinase catalytic subunit beta (Homo sapiens) + cAMP-dependent …. PKA-R2B holoenzyme dissociation; R2B truncated from residue 108, S112A mutant; 0% DMSO only, 100% 113 µM cGMP. activation, % at 11.4 µM. hit rate 0.079% among 340,000. AID 504700, 2011;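 active means activation above a cutoff set at the mean over all compounds plus 3 SD, cut at about 18% in these data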;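 further: higher means more holoenzyme dissociation and a rise in polarization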
Arr AP2 block – inhibitors of beta-arrestin/AP2 binding, primary screen, biochemical, GPCR trafficking, flow cytometry | FITC-arrestin peptide / GST-AP2 beads; AP2 beta2 appendage carries R879A mutation | inhibition, % at 10 µM | hit rate 0.31% among 340,000 | AID 504490, 2011;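 active means inhibition above a set limit, near 3 SD of compounds lacking own fluorescence, cut at about 54% in these data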;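 further: plate controls were DMSO wells for no effect and 5 µM unlabelled arrestin peptide for full effect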
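Measured by: flow cytometry, FL1 (488/535 nm); Material: AP2 appendage R879A on GSH beads; Evaluation: percent response; Timing: pre-incubation 12 min, peptide binding 1 h, room temperature; Also added: 50 nM FITC-arrestin peptide; Medium: PBS with 0.05% Tween 20 and 0.1% BSA.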
dFosB activator – activators of delta FosB homodimer, primary screen, biochemical, fluorescence polarization, TAMRA-CDK5 oligo, single point. AID 493131, 2011. purified delta FosB; percent of positive-control signal above neutral wells. activation, % at 25 µM. hit rate 0.99% among 340,000;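 active means mean activation above about 17%, with every replicate also reaching it, limit read from the data, passing the limit was not always enough; inconclusive means only one of the two conditions met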;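 further: fluorescence polarization rise as delta FosB binds a TAMRA Cdk5 AP-1 oligo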
Target sequence (P13346 whole entry, looked up): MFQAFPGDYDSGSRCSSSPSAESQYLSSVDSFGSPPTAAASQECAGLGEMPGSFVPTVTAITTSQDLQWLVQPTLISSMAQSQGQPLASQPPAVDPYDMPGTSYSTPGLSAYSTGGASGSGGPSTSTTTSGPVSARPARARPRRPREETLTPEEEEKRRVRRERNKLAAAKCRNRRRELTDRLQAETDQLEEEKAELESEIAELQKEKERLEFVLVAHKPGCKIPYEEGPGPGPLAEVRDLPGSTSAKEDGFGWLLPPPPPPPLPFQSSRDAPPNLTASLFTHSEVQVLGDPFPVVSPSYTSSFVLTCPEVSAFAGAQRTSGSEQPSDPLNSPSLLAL
MITF TRPM1 HTS – activators of MITF-driven TRPM1 promoter reporter, primary screen, cell-based, SK-MEL-5, luciferase, single point. SK-MEL-5 TRPM1-promoter luciferase, 24 h; % of positive control, neutral wells = 0. activation, % at 12.5 µM. hit rate 0.75% among 300,000. AID 588334, 2011;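 active means mean activation of at least 80% with every replicate also reaching 80%; inconclusive means mean reaches 80% but some replicate falls short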;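 further: 0% = neutral control wells and 100% = parthenolide positive control wells; values of inactives mirror those of a sister screen read the other way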
SUMO Mot1 rescue – yeast Mot1-301 growth rescue at high temperature, primary screen, SUMOylation pathway inhibitor project, S. cerevisiae, ATP luminescence, 38.5C. S. cerevisiae Mot1-301 growth rescue; percent above DMSO median, 100 means doubled. growth rescue, % at 18.8 µM. hit rate 1% among 320,000;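 active means every valid replicate shows activation above 250% relative to neutral control wells; inactive means the rest, any valid replicate at or below 250%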;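 further: OY570 slx delta 5 strain wells were the positive control but not used for scaling; some compounds called inactive have numbers as strong as hits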
DSG3 Ab inh – inhibitors of pemphigus antibody binding to DSG3, primary screen, biochemical, bead-based, flow cytometry, scFv-GFP; hit rate 0.48% among 310,000; binding (percent of control), % at 10 µM; AID 588358, 2011; DSG3-coupled beads, scFv-anti-DSG3-GFP binding; hits give low values; Desmoglein-3 (Homo sapiens), P32926;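 active means binding more than 3 SD below its plate's average and above zero; inconclusive means below that plate limit but binding exactly zero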;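 further: hits lower antibody fragment binding to DSG3; some compounds called inactive have numbers as strong as hits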
NSD2 inh – NSD2 histone methyltransferase inhibitors, primary screen, biochemical, AlphaScreen, single concentration, set 2. AID 743445, 2014. inhibition, % at 12.5 µM. Histone-lysine N-methyltransferase NSD2 (Homo sapiens), O96028. NSD2 peptide methylation, 120 min. hit rate 0.54% among 310,000; in the data active means inhibition above about 50%
SR-BI uptake up – activators of SR-BI mediated DiI-HDL uptake, primary screen, ldlA[mSR-BI] CHO cells, DiI fluorescence. 3 h; 100 = double the neutral-control signal. activation, % at 12.5 µM. hit rate 0.096% among 320,000;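 active means mean replicate activation of at least 60% and every replicate at or above 60%; inconclusive means mean or all-replicate condition met, but not both; inactive means mean below 60% and not all replicates reaching 60%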;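 further: 0% = median plate neutral-control signal and 100% = twice that signal; values of inactives mirror those of a sister screen read the other way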
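system = CHO ldlA[mSR-BI] cells, LDL receptor-null, SR-BI overexpressing | medium = Ham's F12 with 0.5% BSA, HEPES 25 mM, pH 7.4 | probe or stimulus = DiI-HDL 10 µg/mL | compound dosing = single-point compound dose | incubation = compound exposure 3 h, 37 °C | technique = DiI fluorescence, bottom read | read-out = cell-associated DiI fluorescence as measure of HDL uptake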
Active calls of the source: *; ? = inconclusive; / = no result given. The order is random, and some 4.7% of all compounds hit somewhere here.

1) CC(C)NC(=O)NC(=O)CN1C(=O)NC2(CCc3ccccc3C2)C1=O (configuration not stated)
2) Cc1ccc(C(=O)NNC(=O)c2cccs2)cc1
3) COCC(=O)Nc1nc2n(n1)C(c1ccccc1)CC(c1ccc(OC)cc1)N2 (configuration not stated)
4) Cc1ccc(C(=O)N/N=c2\oc3ccccc3cc2C(N)=O)cc1
5) O=[N+]([O-])c1ccc(SCc2ccncc2)nc1
6) O=C(COc1ccc(-n2ccnc2)cc1)Nc1cccc(F)c1
screen / no. | 1 | 2 | 3 | 4 | 5 | 6
CDK5 inh | 0.5 | 0.0 | -1.0 | -0.1 | -1.7 | 1.1
SUMO Mot1 rescue | 4.7 | 114.7 | -3.6 | -1.4 | 24.0 | 5.5
dFosB activator | -1.0 | -5.2 | -21.1 | -28.0 | -5.5 | 4.9
Arr AP2 block | -12.4 | -26.6 | 4.2 | -18.7 | -2.7 | 5.2
MITF TRPM1 HTS | -5.4 | ? | -4.4 | -0.1 | 1.2 | 1.4
SR-BI HDL uptake | -8.0 | -28.7 | 19.0 | 3.5 | / | -7.3
SR-BI uptake up | 8.0 | 28.7 | -19.0 | -3.5 | / | 7.3
PKA-R2B activ | 3.2 | -3.4 | 5.5 | 1.3 | -4.8 | 12.2
NSD2 inh | -7.4 | 0.7 | -2.8 | / | 1.7 | 3.8
PKA-R1A activ | 5.4 | -7.5 | 4.5 | 7.7 | -8.3 | 6.5
DSG3 Ab inh | 91.7 | 108.2 | 100.2 | 96.1 | 93.2 | 93.2

7) CCc1ccc(NC(=O)CS(=O)CC(=O)NCC2OCCc3ccccc32)cc1 (configuration not stated)
8) COc1ccc(-c2csc3nc[nH]c(=O)c23)cc1OC
9) CCn1c(=O)c(CCC(=O)N2CCN(c3ccccn3)CC2)c(C)c2c(C)nn(-c3cccc(C)c3)c21
10) Cc1nn(C)cc1NC(=O)c1nn(C)cc1[N+](=O)[O-]
11) COc1ccc(N2CCN(C(=O)c3ccc(CNS(=O)(=O)c4cc(C)ccc4C)cc3)CC2)cc1
12) CCc1ccccc1N1CC(C(=O)N2Cc3ccccc3CC2C(N)=O)CC1=O (configuration not stated)
screen / no. | 7 | 8 | 9 | 10 | 11 | 12
CDK5 inh | -0.6 | 0.3 | 1.4 | -0.4 | 1.9 | -1.3
SUMO Mot1 rescue | -19.9 | 2.6 | -15.2 | 4.4 | 2.5 | -3.1
dFosB activator | -5.8 | 2.3 | -2.4 | 1.6 | -2.5 | 2.4
Arr AP2 block | -5.5 | 24.0 | 6.3 | -4.5 | -3.6 | -0.6
MITF TRPM1 HTS | / | 7.6 | -34.7 | -24.3 | -8.3 | 4.1
SR-BI HDL uptake | 29.8 | -18.1 | 24.0 | 14.4 | 12.3 | -20.9
SR-BI uptake up | -29.8 | 18.1 | -24.0 | -14.4 | -12.3 | 20.9
PKA-R2B activ | -4.8 | -1.5 | 1.5 | -7.1 | -7.7 | 15.0
NSD2 inh | -0.5 | -1.2 | -4.3 | -3.2 | 4.3 | -3.0
PKA-R1A activ | -11.6 | -4.9 | -20.0 | -9.1 | -3.5 | -9.7
DSG3 Ab inh | 102.0 | 98.9 | 100.1 | 97.6 | 115.8 | 88.7

Arranged by count of non-hydrogen atoms (smallest number first): 10 of the compounds above.
5) O=[N+]([O-])c1ccc(SCc2ccncc2)nc1
2) Cc1ccc(C(=O)NNC(=O)c2cccs2)cc1
10) Cc1nn(C)cc1NC(=O)c1nn(C)cc1[N+](=O)[O-]
8) COc1ccc(-c2csc3nc[nH]c(=O)c23)cc1OC
6) O=C(COc1ccc(-n2ccnc2)cc1)Nc1cccc(F)c1
4) Cc1ccc(C(=O)N/N=c2\oc3ccccc3cc2C(N)=O)cc1
1) CC(C)NC(=O)NC(=O)CN1C(=O)NC2(CCc3ccccc3C2)C1=O (configuration not stated)
12) CCc1ccccc1N1CC(C(=O)N2Cc3ccccc3CC2C(N)=O)CC1=O (configuration not stated)
screen / no. | 5 | 2 | 10 | 8 | 6 | 4 | 1 | 12
CDK5 inh | -1.7 | 0.0 | -0.4 | 0.3 | 1.1 | -0.1 | 0.5 | -1.3
SUMO Mot1 rescue | 24.0 | 114.7 | 4.4 | 2.6 | 5.5 | -1.4 | 4.7 | -3.1
dFosB activator | -5.5 | -5.2 | 1.6 | 2.3 | 4.9 | -28.0 | -1.0 | 2.4
Arr AP2 block | -2.7 | -26.6 | -4.5 | 24.0 | 5.2 | -18.7 | -12.4 | -0.6
MITF TRPM1 HTS | 1.2 | ? | -24.3 | 7.6 | 1.4 | -0.1 | -5.4 | 4.1
SR-BI HDL uptake | / | -28.7 | 14.4 | -18.1 | -7.3 | 3.5 | -8.0 | -20.9
SR-BI uptake up | / | 28.7 | -14.4 | 18.1 | 7.3 | -3.5 | 8.0 | 20.9
PKA-R2B activ | -4.8 | -3.4 | -7.1 | -1.5 | 12.2 | 1.3 | 3.2 | 15.0
NSD2 inh | 1.7 | 0.7 | -3.2 | -1.2 | 3.8 | / | -7.4 | -3.0
PKA-R1A activ | -8.3 | -7.5 | -9.1 | -4.9 | 6.5 | 7.7 | 5.4 | -9.7
DSG3 Ab inh | 93.2 | 108.2 | 97.6 | 98.9 | 93.2 | 96.1 | 91.7 | 88.7

11) COc1ccc(N2CCN(C(=O)c3ccc(CNS(=O)(=O)c4cc(C)ccc4C)cc3)CC2)cc1
9) CCn1c(=O)c(CCC(=O)N2CCN(c3ccccn3)CC2)c(C)c2c(C)nn(-c3cccc(C)c3)c21
screen / no. | 11 | 9
CDK5 inh | 1.9 | 1.4
SUMO Mot1 rescue | 2.5 | -15.2
dFosB activator | -2.5 | -2.4
Arr AP2 block | -3.6 | 6.3
MITF TRPM1 HTS | -8.3 | -34.7
SR-BI HDL uptake | 12.3 | 24.0
SR-BI uptake up | -12.3 | -24.0
PKA-R2B activ | -7.7 | 1.5
NSD2 inh | 4.3 | -4.3
PKA-R1A activ | -3.5 | -20.0
DSG3 Ab inh | 115.8 | 100.1

Next section:
13) O=C(Cc1cccc(NC(=O)C2CCCN(C(=O)C3CCCCC3)C2)c1)Nc1ccc(C(=O)N2CCCCC2)cc1 (configuration not stated)
14) Cc1cccc2cc(C(c3nnnn3Cc3ccccc3)N3CCN(c4ccccc4)CC3)c(=O)[nH]c12 (configuration not stated)
15) COCCNC(=S)N1CCc2cc(OC)c(OC)cc2C1c1cccs1 (configuration not stated)
16) O=C(c1ccc2[nH]c(=O)c(=O)[nH]c2c1)N1CCN(c2ccccc2)CC1
17) C=CCn1c(=O)c(C(=O)Nc2cc(C)ccn2)c(O)c2ccccc21
18) CCc1cccc(NC(=O)c2ccc(CNc3c(N4CCCC4)c(=O)c3=O)cc2)c1
19) Cc1ccc(C)c(NC(=S)NNC(=O)c2csc(C)c2C)c1
20) COc1cccc(C(c2nnnn2Cc2ccc(F)cc2)N2CCC(C(N)=O)CC2)c1OC (configuration not stated)
21) CCn1c2ccccc2c2cc(C3N=C(N)Nc4nc5ccccc5n43)ccc21 (configuration not stated)
screen / no. | 13 | 14 | 15 | 16 | 17 | 18 | 19 | 20 | 21
CDK5 inh | 1.0 | -1.4 | 0.8 | 1.4 | 0.4 | 1.3 | 0.9 | -0.6 | -0.5
SUMO Mot1 rescue | / | 14.9 | -8.8 | -4.4 | -7.2 | -11.0 | -19.4 | -9.8 | -4.9
dFosB activator | -5.3 | 0.1 | -0.7 | -4.6 | 1.5 | -8.9 | -6.1 | -7.1 | 2.5
Arr AP2 block | 7.4 | 19.2 | 5.1 | -19.4 | -7.8 | -3.8 | 9.8 | 28.9 | 2.8
MITF TRPM1 HTS | 0.3 | 6.6 | 13.0 | -10.7 | 8.1 | -6.2 | 19.7 | -7.2 | -3.7
SR-BI HDL uptake | 33.0 | -13.2 | -14.7 | -1.1 | -7.7 | 27.8 | 6.0 | -2.2 | 0.0
SR-BI uptake up | -33.0 | 13.2 | 14.7 | 1.1 | 7.7 | -27.8 | -6.0 | 2.2 | 0.0
PKA-R2B activ | 5.3 | 3.3 | -10.0 | -13.2 | -14.0 | -10.8 | 5.1 | -11.5 | 6.4
NSD2 inh | / | 4.4 | -3.0 | -0.6 | 1.5 | 1.1 | -0.2 | -0.6 | 1.6
PKA-R1A activ | 0.9 | -2.5 | -16.4 | -1.4 | -7.8 | -0.8 | -8.5 | 1.9 | 6.5
DSG3 Ab inh | 98.5 | 95.9 | 102.2 | 102.1 | 109.8 | 100.0 | / | / | 101.5
